# Bioassay records: PubChem, Sanford-Burnham Center for Chemical Genomics
# EBI2 antag = EBI2 receptor antagonists, beta-arrestin recruitment, primary screen, cell-based, luminescence, 7a,25-OHC stimulation, uHTS; G-protein coupled receptor 183 (Homo sapiens), P32249; 7a,25-OHC stimulated; inhibition, % at 5 µM; hit rate 0.81% among 360,000; in the data active = inhibition above about 38%;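 note: enzyme fragment complementation signal reports receptor beta-arrestin coupling in cells; 0% = agonist plus DMSO wells and 100% = wells without agonist; some results beyond the cut were filed as inactive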
# Target sequence (P32249 whole entry, looked up, the tested form may be a part): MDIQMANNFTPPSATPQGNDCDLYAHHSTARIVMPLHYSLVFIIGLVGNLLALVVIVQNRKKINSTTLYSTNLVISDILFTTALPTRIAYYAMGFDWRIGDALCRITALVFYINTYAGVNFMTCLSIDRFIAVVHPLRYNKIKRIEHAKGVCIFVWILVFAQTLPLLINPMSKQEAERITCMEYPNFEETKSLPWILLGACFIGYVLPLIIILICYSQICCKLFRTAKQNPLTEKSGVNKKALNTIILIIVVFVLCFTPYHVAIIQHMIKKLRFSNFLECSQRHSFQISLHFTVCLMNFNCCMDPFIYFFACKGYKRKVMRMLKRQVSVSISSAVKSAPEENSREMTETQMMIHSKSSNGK
# 697 NFkB inh = inhibitors of PMA/ionomycin-induced NF-kB reporter, 697 cells, primary screen, B-cell NF-kB inhibitor project, cell-based, luminescence, uHTS; 697 B-cell NF-kB luciferase reporter, 16 h; AID 435022, 2010; hit rate 0.33% among 330,000; inhibition, % at 4 µM; in the data active = inhibition above about 35%
# CXCR6 inh = CXCR6 receptor inhibitors, primary screen, cell-based, beta-arrestin, luminescence, CHO-K1 PathHunter, 1536-well; hit rate 0.36% among 360,000; C-X-C chemokine receptor type 6 (Homo sapiens), O00574; inhibition, % at 20 µM; AID 602244, 2012; in the data active = inhibition above about 34%, passing the limit was not always enough;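 note: antagonist mode with CXCL16 agonist at 10 nM final; 0% = 10 nM CXCL16 with DMSO and 100% = unstimulated wells without agonist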
# Target sequence (O00574 whole entry, looked up): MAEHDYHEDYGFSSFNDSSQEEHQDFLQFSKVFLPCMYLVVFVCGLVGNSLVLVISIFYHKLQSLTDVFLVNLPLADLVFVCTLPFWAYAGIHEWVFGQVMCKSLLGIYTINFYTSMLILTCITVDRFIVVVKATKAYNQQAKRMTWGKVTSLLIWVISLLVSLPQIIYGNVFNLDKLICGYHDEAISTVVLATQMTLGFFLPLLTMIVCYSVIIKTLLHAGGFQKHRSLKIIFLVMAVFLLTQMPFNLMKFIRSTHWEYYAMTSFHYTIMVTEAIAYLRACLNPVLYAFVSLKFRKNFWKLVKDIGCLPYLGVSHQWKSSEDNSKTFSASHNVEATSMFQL
# UBC13 polyUb = UBC13 polyubiquitin chain formation inhibitors, primary screen, biochemical, TR-FRET, uHTS | Ubiquitin-conjugating enzyme E2 N (Homo sapiens), P61088 | inhibition, % at 20 µM | hit rate 0.47% among 330,000 | AID 485273, 2010; in the data active = inhibition above about 45%, passing the limit was not always enough
# Target sequence (P61088 whole entry, looked up): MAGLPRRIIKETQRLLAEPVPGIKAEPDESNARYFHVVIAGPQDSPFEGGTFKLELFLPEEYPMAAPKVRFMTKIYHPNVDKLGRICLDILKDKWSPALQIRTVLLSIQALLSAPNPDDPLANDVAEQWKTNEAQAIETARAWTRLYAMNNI
# CCR6 antagonist = CCR6 receptor antagonists, primary screen, cell-based, CHO-K1, luminescence, beta-arrestin, uHTS | C-C chemokine receptor type 6 (Homo sapiens), P51684 | CHO-K1 CCR6 PathHunter beta-arrestin, CCL20-stimulated | inhibition, % at 20 µM | hit rate 0.49% among 340,000 | AID 493098, 2011;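 active = compounds whose inhibition of the agonist-driven luminescence signal at 20 µM reaches about 50%, limit read from the data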;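 note: cells stimulated with CCL20 at 14 nM final; plate controls were DMSO with CCL20 for no effect and DMSO without agonist for full effect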
# Gli-Sufu block = Gli-Sufu pathway antagonists, primary screen, luciferase luminescence, Sufu-KO-LIGHT cells, uHTS; AID 588413, 2011; hit rate 0.74% among 340,000; Sufu-KO-LIGHT fibroblasts, Gli luciferase reporter luminescence; inhibition, % at 5 µM;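 active = inhibition above about 55%, limit read from the data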;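 note: 0% = DMSO-treated cells and 100% = wells with medium but no cells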
# Jurkat NFkB inh = inhibitors of induced NF-kB luciferase reporter, primary screen, TCR NF-kB activation inhibitor project, cell-based, luminescence, uHTS | Jurkat, PMA/ionomycin-induced NF-kB luciferase reporter | inhibition, % at 4 µM | AID 435003, 2010 | hit rate 0.53% among 330,000; in the data active = inhibition above about 50%
# APJ antag = antagonists of human apelin receptor APJ, primary screen, CHO-K1 cells, beta-arrestin complementation, luminescence; AID 2521, 2010; P35414; hit rate 0.32% among 330,000; inhibition, % at 20 µM;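 active = inhibition above about 40% at 20 µM, limit read from the data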;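 note: cells challenged with 10 nM apelin-13 agonist together with compound; plate controls were apelin-13 plus DMSO wells for no effect and DMSO wells lacking apelin-13 for full effect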
# Starred values were filed as active, the others as inactive; · = no result given. Compounds were not picked by outcome; 3% or so of the library scored in one or more.
# Results follow in this order: EBI2 antag	697 NFkB inh	CXCR6 inh	UBC13 polyUb	CCR6 antagonist	Gli-Sufu block	Jurkat NFkB inh	APJ antag
Cc1cc([N+](=O)[O-])nn1CCCC(=O)Nc1cccc(Cl)c1Cl
    -3	15	4	14	4	0	3	-23
CCOc1ccc(C(=O)OCC(=O)NCCNC(=O)COC(=O)c2ccc(OCC)cc2)cc1
    3	6	-2	-4	0	-2	6	-11
CCN(CC)S(=O)(=O)c1cc(C(=O)Nc2nncs2)c(Cl)cc1Cl
    -17	19	-3	5	4	7	-2	7
Cc1cc2ccc(C)c(C)c2nc1SCC#N
    -3	-16	5	4	32	45	-7	4
O=C(O)C1C2C=CC(C2)C1C(=O)NCCc1ccncc1 (stereo not drawn)
    1	-9	-3	-6	-6	3	-16	-4
COc1ccc(C(=O)OCC(=O)c2ccc(Br)s2)c(OC)c1
    -3	-1	3	0	10	-4	6	-8
CCOc1ccccc1-n1nnnc1SCC(=O)NC(=O)Cc1ccccc1
    -10	11	8	-5	10	-7	6	19
CCNNC(=O)C(O)(c1cccc(C)c1)c1cccc(C)c1
    2	2	-1	13	-12	-4	2	-12
CCN(C(=O)COc1nc(C)cc(C)c1C#N)c1ccccc1
    -8	8	2	0	7	-4	-8	5
CCOc1cc(C(N)=O)cc(Cl)c1OCc1ccccc1
    6	2	6	8	9	4	8	12
COc1ccc(CCN(C(=O)C(F)(F)F)C(C(=O)NC2CCCCC2)c2cccs2)cc1 (stereo not drawn)
    6	-6	16	-1	-5	5	6	19
Cc1ccc(S(=O)(=O)N2CCN(S(=O)(=O)c3ccccc3)C2)cc1
    6	·	-8	·	-18	4	·	·
CCCN(CCC)S(=O)(=O)c1cc2c3c(c1)CCN3C(=O)CC2
    2	5	-3	8	8	7	0	-15
Cc1[nH]c2ccc(C(=O)OC(C)C(=O)N(C)C3CCCCC3)cc2c1C (stereo not drawn)
    31	-17	8	5	16	4	-13	-30
OCCCCCN=c1cc(-c2ccccc2)oc2ccc(Cl)cc12
    15	-29	7	-1	14	18	-47	-1
CCOC(=O)CSc1nnc(CNc2cccc(Cl)c2)n1-c1ccccc1
    1	-24	5	-2	-2	11	9	2
O=C(c1ccc2c(c1)OCCO2)N1CCN(Cc2ccccc2)CC1
    1	-5	-1	-8	-5	-5	-10	-3
O=c1cc(CCl)nc2scc(-c3ccccc3)n12
    1	14	5	1	5	6	7	-5
COc1ccc(CC(=O)NNc2ncnc3c2cnn3Cc2ccccc2)cc1OC
    7	18	5	-6	11	5	16	14
Cc1c(/C=C/C(=O)c2ccccc2O)cnn1C
    4	-71	0	2	18	-8	-68	2
COc1cccc(/C=N/Nc2nc(C)cc(=O)[nH]2)c1OC
    5	0	-4	0	13	-6	-8	9
CC1=C(C(=O)Nc2ccccc2C(=O)N2CCC(C)CC2)SCCO1
    0	-16	7	-3	-4	-16	13	12
CCC(C)c1ccc(NC(=S)NCc2ccccn2)cc1 (stereo not drawn)
    1	-30	8	-9	8	1	-15	1
NC1=NC[C@H](c2ccccc2)N1CC1CCCCC1
    -8	10	-3	6	10	49	3	16
Cc1c(CCC(=O)O)c(=O)oc2cc3oc4c(c3cc12)CCCC4
    4	40*	1	0	4	18	1	0
Cc1cccc(C(=O)NC(C)c2ccc(-n3ccnc3)cc2)c1C (stereo not drawn)
    -5	1	1	2	16	3	19	1
COc1ccc(N2CCN(CCC(O)c3ccc4ccccc4c3)CC2)cc1 (stereo not drawn)
    -5	-9	0	2	16	-6	-18	10
Cc1cc(C(=O)N/N=C/C=C/c2ccccc2[N+](=O)[O-])c(C)o1
    -4	0	-6	-2	-5	6	-10	-10
O=[N+]([O-])c1cccc(-c2ncc3ccccn23)c1
    0	-9	4	-1	1	9	-6	10
O=C(C1CCN(S(=O)(=O)c2cccc3cccnc23)CC1)N1CCN(C2CCCC2)CC1
    -5	21	-5	-4	·	·	-3	3
O=C(N/N=C/c1cc(Br)ccc1O)C(=O)Nc1ccccc1OC(F)(F)C(F)F
    27	·	-14	·	-8	60*	·	·
CN(Cc1ccccc1)C(=O)COC(=O)c1cc([N+](=O)[O-])ccc1N1CCOCC1
    10	13	5	-8	6	8	-2	14
CC(C)[C@H](NC(=O)c1ccco1)C(=O)N(C)Cc1ccc(C(F)(F)F)cc1
    4	-14	4	-7	11	-21	-3	-23
O=S(=O)(Nc1ccc2c(c1)OCCO2)c1ccc2oc3ccccc3c2c1
    11	-5	5	3	1	4	5	19
CC(C)OCCCN1CC(=O)N2C(c3cccc([N+](=O)[O-])c3)c3[nH]c4ccccc4c3C[C@H]2C1=O (stereo partly drawn)
    19	20	9	8	19	2	16	15
Cc1ccc(S(=O)(=O)N2CCN(CC(O)COc3ccccc3)CC2)cc1 (stereo not drawn)
    13	-3	0	-4	10	8	12	8
Cc1ccsc1/C=N/Nc1nc2ccccc2[nH]1
    -23	·	-7	·	11	-47	·	·
CCOC(=O)c1cc(-c2ccccc2C)nn1Cc1cc(CC)no1
    2	-8	4	6	18	-43	-9	9
C=C1CCN(C(C(=O)OC)C(C)C)S(=O)(=O)c2ccc(F)cc21 (stereo not drawn)
    -1	1	2	-7	14	11	1	-16
Cn1c(/C=C/c2ccccc2)nc2ccccc21
    1	-205	1	14	-5	-127	-139	14
O=C(NC(=S)Nc1ccc(CN2CCOCC2)cc1)c1cc2ccccc2o1
    18	-4	17	5	31	-27	-4	14
O=Cc1ccc(Oc2ccc(F)cc2)nc1
    2	-9	-4	2	-20	-2	-13	-12
CCn1nc(C(=O)Nc2cccc(C(F)(F)F)c2)c(Cl)c1Cl
    -1	0	0	3	5	7	-6	5
Nc1cc(S(=O)(=O)N2CCOCC2)ccc1Oc1cccc(Br)c1
    5	-20	-9	-2	17	2	10	-25
COCCN(CC(=O)Nc1cccc(C)c1C)C(=O)C1CCN(S(=O)(=O)c2ccccc2)CC1
    3	·	-1	·	9	-4	·	·
O=C(Nc1cc(Cl)ccc1-n1cncn1)c1ccc(Br)o1
    5	25	-2	7	8	-7	1	8
CCN1CCN(c2nc(S(=O)(=O)c3ccc(C)cc3)c(Cl)s2)CC1
    -6	-6	-3	3	22	23	4	7
CCCCC1CCc2[nH]nc(C(=O)O)c2C1 (stereo not drawn)
    3	10	-1	-2	-1	-3	13	0
Cc1cc(C)c(NC(=O)CNC(=O)COC(=O)CNC(=O)c2ccc(Cl)cc2Cl)c(C)c1
    -3	19	-16	-4	10	-12	0	-4
O=C(NNC(=O)c1ccccc1[N+](=O)[O-])c1ccccn1
    -5	22	-5	38	-24	-3	-5	-32
CC(=O)N1c2ccc(S(=O)(=O)N3CCC(C(=O)Nc4cccc(C)c4)CC3)cc2CC1C (stereo not drawn)
    12	-7	-4	-7	8	5	14	-13
Cn1c(=O)c2c(SCC(=O)NC3CCCC3)nc(CC(C)(C)C)nc2n(C)c1=O
    10	-22	8	-4	21	9	8	22
COc1ccc(NC(=O)N(C)C[C@H]2Oc3ccc(NS(=O)(=O)c4ccccc4)cc3C(=O)N([C@H](C)CO)C[C@@H]2C)cc1
    -11	·	-1	·	3	-10	·	·
COc1ccc(-c2cc(C(F)(F)F)nc(N3CCCCCC3)n2)cc1
    -7	10	-1	33	9	-1	-2	11
CC(C)CC1=NN2C(=N)/C(=C\c3coc4ccccc4c3=O)C(=O)N=C2S1
    1	·	4	·	4	-17	·	·
COc1ccccc1N1CCN(C(=O)CN(c2cc(C)cc(C)c2)S(C)(=O)=O)CC1
    0	-12	4	4	-3	0	1	-31
O=C(N/N=C/c1ccc(OC(=O)c2ccco2)cc1)c1ccncc1
    -7	-4	-7	0	8	1	9	-10
CC(C)OP(=O)(OC(C)C)C(Nc1ccccc1)c1cccc([N+](=O)[O-])c1 (stereo not drawn)
    3	17	1	-4	12	10	4	24
Cc1onc(-c2ccccc2)c1C(=O)/C=C/N(C)C
    -20	-2	-6	4	3	2	4	10
CC(C)C(c1nnnn1CC1CCCO1)N1CCN(Cc2ccc3c(c2)OCO3)CC1 (stereo not drawn)
    6	0	-1	-2	10	5	-10	-12

# Next part.
# Results follow in this order: EBI2 antag	697 NFkB inh	CXCR6 inh	UBC13 polyUb	CCR6 antagonist	Gli-Sufu block	Jurkat NFkB inh	APJ antag
Cc1ccc(S(=O)(=O)NNC(=O)C2CCN(S(=O)(=O)c3ccc(C)cc3)CC2)cc1
    2	-3	-1	8	-2	-5	10	-10
CCC(C(=O)NCCCN1CC(C)CC(C)C1)n1ncn2c(cc3occc32)c1=O (stereo not drawn)
    -1	-3	-5	-2	18	6	1	17
COc1cccc(-n2cc(C(=O)O)c3ccccc3c2=O)c1
    -8	29	-4	34	-12	59*	13	-11
CCOc1cc(/C=C2\SC(=S)N(NS(=O)(=O)c3ccccc3)C2=O)ccc1O
    11	-4	31	-69	40	7	3	39
CCCCN(C(=O)CSc1nncn1-c1ccccc1)c1c(N)n(Cc2ccccc2)c(=O)[nH]c1=O
    -1	7	-1	3	5	-4	3	12
COCCNC(=O)C(=O)c1cc(C)n(-c2ccc([N+](=O)[O-])cc2)c1C
    -9	22	0	10	1	3	9	6
O=C(NCc1ccccn1)Nc1ccc(Cl)c(Cl)c1
    -4	4	-7	3	-4	-25	-4	-12
O=C(NC1CCCCC1)c1ccc2c(c1)OCO2
    -6	-27	-1	3	15	-42	-54	-28
Cc1ccc(C(C)C)c(OCc2nn(CC(=O)c3ccc(OC(F)F)cc3)c3[n+]2CCCCC3)c1
    3	-25	9	44	30	42	24	36
CNC(=S)Nc1cccc(S(=O)(=O)NCc2ccco2)c1
    1	6	-4	12	-5	0	2	2
CC(=O)c1ccc(NS(=O)(=O)c2ccc(CC(C)C)cc2)cc1
    -10	0	-12	-5	-9	12	3	-3
CN1C(=O)C2(c3ccccc31)c1c(oc3ccccc3c1=O)C(=O)N2CCO (stereo not drawn)
    -12	2	3	-1	2	-5	4	-1
c1ccc(CCNc2nc3ccccc3s2)cc1
    -6	-48	-3	1	10	-61	-55	5
CCCCCC1CC(/C(C)=N/NC(N)=O)OC1=O (stereo not drawn)
    -7	12	-9	0	-2	-4	2	7
CNC(=O)c1ccc(NC(=O)/C=C/c2cccc(F)c2)cc1
    -9	-14	-4	-10	9	-39	-46	-4
Cc1ccc(C2C(C#N)=C(N)Oc3n[nH]c(C)c32)cc1 (stereo not drawn)
    3	20	-8	4	13	2	-8	-17
COc1ccc(-c2csc(Nc3ccc(S(=O)(=O)Nc4cc(C)on4)cc3)n2)cc1
    -1	5	2	-19	5	-1	-9	2
NC(=O)C1CCN(C(=O)CN2CCN(c3cccc(C(F)(F)F)c3)CC2)CC1
    -1	6	-5	4	-4	·	1	-14
CCOc1cc2[nH]c(=S)n(CCN3CCC(C)CC3)c(=O)c2cc1OCC
    0	1	-2	8	14	14	-2	-1
O=C1c2ccccc2N2C(=O)c3ccccc3C2N1Cc1ccccc1 (stereo not drawn)
    8	20	3	5	16	2	9	-15
NC(=O)NCCN1CCN(c2ncc(C(F)(F)F)cc2Cl)CC1
    8	-7	-1	5	8	4	-28	-1
c1ccc(-c2noc(C34CC5CC(CC(C5)C3)C4)n2)cc1
    10	-11	-2	6	-2	3	9	-8
